Chronic BCR inh: chronic active BCR signaling inhibition; ABC-DLBCL IkBa-CBG/CBR reporter, luminescence ratio, 4 h; Potency, µM (highest dose often 46.1 µM), without a hit: at the highest dose ratio change, negative = lower green/red ratio, usual class: inhibitors; actives 0.05% (n = 340,000); AID 493014; active = well fitted inhibition curve with a large enough effect in the signal ratio, with a control signal flat, not every such curve was filed as active; inconclusive = small, poorly fitted or top-dose-only effect, or effect the other way, or a change in a side signal; the % refers to the signal ratio;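 also: potency is read from the fitted curve at half-maximal effect; plate controls were basal doxycycline-induced cells for no effect and cells given 10 µM MG132 for full effect; MG132 reads +100%, hits lower the ratio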
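Compounds up to 46 uM were incubated four hours with TMD8 cells whose green CBG68 luciferase is fused to IkappaBalpha; red CBR luminescence normalised the signal, and concentration-effect curves were fitted to fusion, red and ratio data.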
USP2a inh: blocks human ubiquitin-specific protease USP2a. actives 0.01% (n = 330,000). USP2 core, Ub-CHOP2 coupled fluorogenic reporter, 485/531. O75604. Potency, µM (doses to about 38.3 µM), inactives show at the top dose activity change, negative = inhibition, usual class: inhibitors;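 also: potency is read from the fitted curve at half-maximal effect; plate controls were DMSO wells for no effect and full inhibition by NEM control for full effect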
Target sequence (O75604 whole entry, looked up): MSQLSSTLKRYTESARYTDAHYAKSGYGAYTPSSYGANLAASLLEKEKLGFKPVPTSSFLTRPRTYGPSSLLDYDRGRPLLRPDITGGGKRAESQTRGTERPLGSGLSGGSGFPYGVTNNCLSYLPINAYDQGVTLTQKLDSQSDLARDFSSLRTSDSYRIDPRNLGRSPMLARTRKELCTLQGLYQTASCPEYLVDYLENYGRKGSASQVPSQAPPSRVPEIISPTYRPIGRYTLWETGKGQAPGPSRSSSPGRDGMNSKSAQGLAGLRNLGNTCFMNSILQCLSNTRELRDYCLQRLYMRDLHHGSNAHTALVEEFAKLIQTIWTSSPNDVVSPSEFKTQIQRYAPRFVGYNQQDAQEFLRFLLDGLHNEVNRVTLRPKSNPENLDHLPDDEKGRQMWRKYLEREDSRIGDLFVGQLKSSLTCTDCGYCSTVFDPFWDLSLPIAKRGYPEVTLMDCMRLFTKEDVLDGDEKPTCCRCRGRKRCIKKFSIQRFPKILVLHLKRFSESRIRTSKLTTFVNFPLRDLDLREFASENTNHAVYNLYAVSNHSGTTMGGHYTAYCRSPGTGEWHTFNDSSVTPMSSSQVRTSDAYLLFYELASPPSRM
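Cell-free coupled assay: 10nM USP2 core preincubated 30min RT with compound in Tris-HCl pH 8.0/CaCl2/CHAPS buffer, then 25nM Ub-CHOP2 and 25nM reporter substrate; fluorescence (Ex 485/Em 531) read after 60min RT, normalized to NEM inhibition, concentration-response curves fitted.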
B2AR arrestin: beta2AR (human) beta-arrestin recruitment activity; beta-arrestin recruitment to beta2AR, cell-based reporter; Potency, µM (top dose mostly 46.1 µM), for the others: top-dose activation, most hits filed as activators; actives 0.02% (n = 330,000); AID 492947;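 also: potency is read from the fitted curve at half-maximal effect; 0% = DMSO controls and full agonism = EC100 isoproterenol or metaproterenol; nearly all actives have a fitted effect of over 65% in size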
TSHR antagonist: human thyrotropin receptor antagonism | actives 0.2% (n = 330,000) | TSHR-expressing cells, TSH-stimulated cAMP HTRF, 2 h; hits give low values | AID 504810 | P16473 | activity change, negative = inhibition, % at 11.5 µM;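 active = activity change below a set negative limit, meaning inhibition stronger than a set level, cut at about -70% in these data; inconclusive = activity change between two set negative limits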; also: % is scaled to controls: 0 for no effect and ±100 for the full control effect
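TSHR-expressing cells, 200/well, pre-treated with compound, then stimulated with EC80 TSH (4nM final) for 2 hours at 37 deg C. cAMP measured by competitive HTRF: anti-cAMP cryptate antibody in lysis buffer plus cAMP-d2, read after 30 minutes at room temperature.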
ELG1 repair inh: blocks ELG1-dependent DNA repair in HEK293T cells | HEK293T ELG1-luciferase reporter, luminescence, 16 h; DNA damage induced by 5-fluorouridine | Potency, µM (top dose mostly 46.1 µM), for inactives: top-dose activity change, negative = inhibition, hits mostly inhibitors | actives 2.3% (n = 330,000) | AID 504467; also: potency is read from the fitted curve at half-maximal effect; % is scaled to controls: 0 for no effect and ±100 for the full control effect; nearly all actives have a fitted effect of over 55% in size
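Cells (2,000 per well) received 5-fluorouridine plus test compound or DMSO and were incubated 16 hr at 37 °C, 5% CO2. Luciferase activity was read by luminescence 30 min after ONE-Glo addition; signal suppression marked inhibition of damage-induced ELG1 function.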
Tb PFK inh: inhibitors of T. brucei phosphofructokinase. O15648. T. brucei PFK, ADP-Glo luminescence. Potency, µM (titrated, usually from 57.5 µM), inactives show at the highest dose activity, negative = inhibition, actives largely listed as inhibitors. actives 0.17% (n = 330,000);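 also: potency is read from the fitted curve at half-maximal effect; 0% = uninhibited 1x PFK enzyme wells and -100% = no-enzyme wells; nearly all actives have a fitted effect of over 60% in size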
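Compounds were pin-transferred as a titration series up to 57 uM into substrate buffer (0.5 mM F6P, 0.1 mM ATP, pH 8.0), then 1.25 nM PFK was added and reactions ran 45 min before ADP-Glo detection.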
Mito fusion act: blocks mitochondrial division or promotes mitochondrial fusion; S. cerevisiae fusion-defective mutant growth rescue, CellTiterGlo 48 h; Potency, µM (top dose mostly 46.1 µM), for the others: at the top dose growth rescue (activation), hits mostly activators; actives 0.23% (n = 320,000);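 also: potency is read from the fitted curve at half-maximal effect; % of control where 0% means no effect; nearly all actives have a fitted effect of over 45% in size; temperature-sensitive fusion mutants such as fzo1-1 at 37 °C on non-fermentable ethanol glycerol medium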
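Temperature-sensitive fusion-defective S. cerevisiae (e.g. fzo1-1, mgm1-5) were grown with compound in YPEG medium (3% ethanol, 3% glycerol) for 48 hours at 37C. Growth rescue was measured as viability by CellTiterGlo luminescence after 10 minutes at ambient.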
uPA surface inh: blocks generation of uPA at the cell surface | Potency, µM (doses to about 38.3 µM), without a hit: at the top dose activity change, negative = inhibition, hits mostly inhibitors | actives 0.31% (n = 330,000) | AID 540303 | cell surface uPA generation assay, qHTS; active = well fitted inhibition curve with a large enough effect; inconclusive = small, poorly fitted or top-dose-only effect; inactive = no such curve, though single readings can be large or run the other way; tested in mouse RAW 264.7 cells; also: potency is read from the fitted curve at half-maximal effect; % is scaled to controls: 0 for no effect and ±100 for the full control effect; nearly all actives have a fitted effect of over 55% in size
PTAP TSG101 blk: blocks PTAP/TSG101 interaction to inhibit HIV-1 budding. Fluorescence polarization, FITC-PTAP peptide / Tsg101 binding. Potency, µM (doses to about 115 µM), inactives show top-dose activity change, negative = inhibition, hits mostly inhibitors. 340,000 tested, under 10 active; active = well fitted inhibition curve with a large enough effect in the main read-out, with a control signal flat, not every such curve was filed as active; inconclusive = small, poorly fitted or top-dose-only effect, or effect the other way, or a change in a side signal; inactive = no such curve, though single readings can be large or run the other way; also: potency is read from the fitted curve at half-maximal effect; % of control where 0% means no effect
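Fluorescence anisotropy tracks displacement of a FITC-tagged PTAP peptide (50 nM) from the Tsg101 binding domain (10 uM), following a 20 min room-temperature incubation at pH 7.5.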
TCR act: T cell receptor activation. primary human leukocytes, anti-CD3, IL-2 HTRF, 48 h. Potency, µM (titrated, usually from 9.22 µM), inactives show at the highest dose activation of IL-2 secretion, hits mostly activators. 330,000 tested, under 10 active. AID 504894; also: % of control where 0% means no effect
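Activity was scored as IL-2 release from primary human leukocytes given only a TCR signal (a-CD3 beads) plus compound for 48 hr. Detection used a two-antibody HTRF format read at 665nm.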
Eya2 inh: blocks the phosphatase activity of human Eya2; O00167; recombinant Eya2, OMFP fluorescence dephosphorylation (OMFP is methylfluorescein phosphate); Potency, µM (top dose mostly 76.9 µM), without a hit: at the top dose activity, negative = inhibition, actives largely listed as inhibitors; actives 0.006% (n = 330,000); also: potency is read from the fitted curve at half-maximal effect; % is scaled to controls: 0 for no effect and ±100 for the full control effect
Target sequence (O00167 whole entry, looked up): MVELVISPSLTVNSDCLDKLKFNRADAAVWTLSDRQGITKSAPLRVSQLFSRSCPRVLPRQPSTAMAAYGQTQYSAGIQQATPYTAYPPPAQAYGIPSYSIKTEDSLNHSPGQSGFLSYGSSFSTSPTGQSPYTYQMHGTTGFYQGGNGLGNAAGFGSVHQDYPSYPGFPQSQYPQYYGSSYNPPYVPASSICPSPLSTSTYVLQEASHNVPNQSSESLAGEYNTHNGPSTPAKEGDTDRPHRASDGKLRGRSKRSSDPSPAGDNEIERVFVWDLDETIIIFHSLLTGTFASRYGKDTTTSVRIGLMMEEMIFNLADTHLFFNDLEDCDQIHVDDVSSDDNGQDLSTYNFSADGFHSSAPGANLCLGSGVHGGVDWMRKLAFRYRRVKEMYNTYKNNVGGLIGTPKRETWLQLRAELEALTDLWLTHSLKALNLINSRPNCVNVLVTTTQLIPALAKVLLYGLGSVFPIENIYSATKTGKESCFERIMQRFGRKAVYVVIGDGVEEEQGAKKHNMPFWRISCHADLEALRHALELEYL
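Eya2 (0.2 uM) preincubated 10 min at ambient with compound, then OMFP substrate added at 50 uM; 10 min reaction in 50 mM HEPES pH 7.5, 50 mM NaCl, 5 uM MgCl2, 0.05% BSA, 1 mM DTT. Fluorescence read at Ex 485/Em 525 nm.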
* hit, by the source's call; ? = inconclusive; . = not tested or not shown; [ ] = remark or other dose. Unless noted, calls follow the shape of the dose curve; as a rule, active = well fitted curve in the direction sought with a large enough effect; inconclusive = small, poorly fitted or top-dose-only effect, or another doubt; inactive = no such curve, though single readings can be large; an effect the other way counts as inactive or inconclusive.

SMILES	Chronic BCR inh	USP2a inh	B2AR arrestin	TSHR antagonist	ELG1 repair inh	Tb PFK inh	Mito fusion act	uPA surface inh	PTAP TSG101 blk	TCR act	Eya2 inh
Nc1ccc(S(=O)(=O)N2CCOCCOCCOCCOCCOCC2)cc1	0.9%	0.6%	0.3%	-7.2	-19.3%	0.4%	1.4%	5.4%	-4.3%	.	-10.5%
O=C(N/N=C/c1cccc(OCc2ccccc2)c1)c1ccc(Br)o1	?	0.1%	0.5%	-13.4	2.0%	-1.7%	-10.3%	2.0%	-0.8%	.	-4.5%
Cc1[nH]n(-c2ccccc2)c(=O)c1C(c1ccccc1[N+](=O)[O-])C(C#N)C#N (configuration not stated)	8.5%	0.8%	0.2%	-7.2	11.1%	2.4%	-1.7%	13.6%	0.5%	7.4%	6.7%
CN(C)NC(=O)c1ccsc1NC(=O)c1ccc(S(=O)(=O)N(C)C)cc1	?	-0.8%	0.2%	3.4	-10.9%	-2.8%	0.1%	-2.3%	-1.5%	0.6%	-0.2%
CCc1nnc(NC(=O)CSc2nnc(COc3ccccc3)n2Cc2ccccc2)s1	6.4%	-0.5%	-0.3%	-0.9	3.4%	-1.5%	-2.1%	-2.0%	-3.3%	-5.2%	?
CCOc1ccc(NC(=O)c2cc(C3CC3)nc3c2cnn3C(C)C)cc1OC	?	3.8%	0.1%	8.9	?	-1.0%	?	16.7%	0.5%	-2.5%	-3.9%
COc1ccc(S(=O)(=O)N2CCC(C)CC2)cc1OC	1.9%	-0.8%	-0.5%	6.3	18.0%	-0.3%	5.1%	-2.1%	-2.1%	0.9%	3.3%
COc1ccc(N=c2sc3ccccc3n2C)cc1	?	2.6%	0.4%	-6.8	?	2.7%	7.1%	-13.1%	-6.6%	-2.4%	-11.1%
O=c1[nH]c2ccc(S(=O)(=O)N3CCN(Cc4ccccc4)CC3)cc2[nH]c1=O	-0.7%	-1.3%	-1.0%	5.9	-6.2%	1.3%[0.46 µM]	-0.9%	.	-7.2%	8.5%	7.9%
CN(CC(=O)Nc1cccc(Cl)c1)C1=NS(=O)(=O)c2ccccc21	4.7%	1.0%	0.2%	0.1	-0.6%	-5.1%	.	-4.3%	-1.1%	0.8%[46.1 µM]	-10.4%
COc1cc(NC(=O)CSc2ncnc3sc4c(c23)CCCC4)c(C(=O)O)cc1OC	-2.0%	0.4%	0.2%	5.4	3.2%	-2.3%	-2.1%	4.7%	-8.5%	-2.3%	3.9%
COc1ccc(OC)c(N2C(=NC(=O)C3CCCCC3)SC3CS(=O)(=O)CC32)c1 (configuration not stated)	1.1%	1.4%	-0.1%	3.7	8.9%	-1.7%	-11.5%	-15.2%	0.3%	-2.4%	-9.3%
CC(C)Oc1ccc(C2NC(=O)c3ccccc3O2)cc1 (configuration not stated)	1.6%	0.9%	-0.1%	1.4	1.4%	-3.3%	1.1%	-3.1%	2.4%	.	5.2%
O=C(Nc1cc(C(F)(F)F)ccc1N1CCOCC1)c1ccccc1	?	-4.6%	0.0%	3.5	-17.7%	-4.3%	6.4%	0.9%	-5.9%	4.2%	-24.8%
CC(C)CC(=O)Nc1ccc(C(=O)Nc2cccc(O)c2)cc1	?	3.6%	-0.1%	-7.2	?	2.3%	-0.4%	0.0%	-0.8%	0.1%	-3.4%
O=C(O)/C=C/C(=O)NC1CCC(CC2CCC(NC(=O)/C=C/C(=O)O)CC2)CC1 (configuration not stated)	?	-1.8%	-0.6%	14.2	2.3%	-2.4%	-2.1%	0.9%	-0.6%	11.7%	2.5%
CC1CCN(S(=O)(=O)N2CCC(C(=O)O)CC2)CC1	4.0%	4.2%	-0.8%	15.4	6.4%	0.4%	1.6%	-8.5%	-3.0%	0.6%[46.1 µM]	4.4%
O=[N+]([O-])c1ccc(Cl)c(S(=O)(=O)NCCc2ccccn2)c1	-2.8%	1.4%	-1.0%	11.0	16.6%	1.7%	.	-6.1%	-1.8%	9.1%	6.1%
O=C(Cn1c(NCCCO)nc2ccccc21)c1ccc(Cl)cc1	?	-1.2%	-0.2%	3.8	8.1%	-2.0%	-3.2%	-27.5%	-3.3%	0.7%	7.7%
CC1(C)C2C(Cl)(Cl)C2(C)c2ccccc2N1C=O (configuration not stated)	-0.3%	1.0%	-0.2%	-10.8	0.0%	-5.9%	5.0%	-0.1%	-1.9%	2.4%	-3.7%
COc1ccc2ccc(Oc3ncccn3)cc2c1	5.1%	0.9%	-0.3%	-3.0	?	2.5%	-0.5%	-2.4%	-3.3%	-5.0%	16.9%
CCOC(=O)C1(CCOc2ccccc2)CCN(Cc2ccc(C)o2)CC1	?	0.4%	-0.1%	-17.7	-20.5%	13.5%	-13.3%	-6.4%	-4.5%	-4.6%	-10.9%
CCc1ccc(CN(C)C(=O)CCc2nnc(-c3ccc(-c4ccccc4)cc3)o2)nc1	?	0.4%	0.0%	8.9	1.1%	2.4%	16.0%	-13.0%	-7.1%	-0.2%	7.3%
O=C(O)c1ccc(NC(=O)c2cccs2)cc1	-13.2%	1.3%	0.2%	-5.0	1.5%	-0.8%	-1.1%	8.2%	-7.7%	-5.0%[46.1 µM]	1.6%
CCOc1ccc(-n2c(N)c(C(=O)NCc3ccco3)sc2=S)cc1	-0.5%	-0.2%	-0.5%	3.0	0.7%	-17.3%	3.8%	3.9%	-1.9%	-0.5%	23.4%

More compounds
SMILES	Chronic BCR inh	USP2a inh	B2AR arrestin	TSHR antagonist	ELG1 repair inh	Tb PFK inh	Mito fusion act	uPA surface inh	PTAP TSG101 blk	TCR act	Eya2 inh
CC(=O)N1CCN(C(=O)CSc2ncnc3sc(C)c(C)c23)CC1	0.1%	-2.4%	-0.4%	11.1	-1.2%	-2.0%	.	3.8%	-1.1%	-2.1%	4.9%
COC(=O)c1ccc(NC(=S)NCCc2ccc(OC)cc2)cc1	6.9%	-0.3%	-0.3%	7.9	?	-1.9%	-2.4%	-8.1%	-2.2%	-1.0%	14.4%
O=C(NNC(=S)Nc1ccc(F)c(Cl)c1)C1CC1	5.0%	-1.5%	-0.7%	3.9	3.5%	-7.8%	1.5%	-1.9%	2.3%	1.4%	-2.3%
Cc1c(C(=O)NCCCc2ccccc2)cccc1[N+](=O)[O-]	14.5%	1.9%	-0.8%	2.6	7.3%	9.3%	-2.7%	-2.4%	-3.1%	1.8%[46.1 µM]	-3.5%
Nc1nc(Oc2ccc(F)cc2)c(Br)c(=O)[nH]1	-0.1%	-0.9%	0.0%	-0.7	18.3%	0.9%	1.6%	1.8%	-0.8%	-142.3%	-3.6%
O=C(OCC(=O)N1CCCC1=O)c1cc2ccccc2o1	6.7%	0.3%	-0.8%	-6.5	12.7%	-0.5%	9.7%	-1.6%	-1.8%	4.6%	7.5%
Cc1ccc(S(=O)(=O)N2CN(CC3CCCO3)c3nc4ccccc4nc32)c(C)c1 (configuration not stated)	8.5%	0.6%	0.1%	7.8	-13.9%	0.4%	3.2%	0.5%	-2.7%	3.0%	-3.3%
O=C(CN1C(=O)/C(=C/c2ccccc2)SC1=S)NC1CCS(=O)(=O)C1 (configuration not stated)	?	4.1%	0.4%	-7.6	19.3%	4.0%	-9.9%	6.1%	-1.4%	-2.1%	-8.2%
CC1CCC(NC(=O)CN(C)S(=O)(=O)c2cnc[nH]2)CC1 (configuration not stated)	19.3%	0.8%	-0.1%	15.6	28.4%	0.6%	10.3%	-0.1%	1.4%	4.7%	-11.2%
O=C(CCc1ccccc1)Nc1ccnn1C1CCN(Cc2ccc(OCCO)cc2)CC1	-7.8%	0.3%	0.0%	11.0	?	2.5%	1.3%	3.8%	-6.7%	-3.5%	16.1%
O=C(Cc1ccc(Cl)cc1)Nc1ccc(N2CCCC2)cc1	3.3%	4.0%	0.0%	7.5	0.5%	7.2%	-0.6%	2.2%	-0.3%	-0.2%	2.7%
COc1ccc(CNC(=O)NC2CCCCC2)cc1	?	2.7%	-0.3%	-2.4	?	5.8%	-1.3%	-14.7%	-9.1%	-8.8%	-11.8%
CCOC(=O)[C@H]1[C@H]2COc3ccc(Br)cc3[C@@H]2N2C(=O)c3c(C)cc(C)cc3NC(=O)[C@@]12C	?	4.8%	0.2%	-14.1	-3.8%	-0.5%	.	-0.9%	.	1.6%	9.3%
O=C(c1ccc2ccccc2c1)N1CCCC1	-2.6%	-0.3%	-1.1%	11.2	-12.8%	2.0%	1.2%	6.8%	-6.4%	2.3%	5.3%
O=C(NC12CC3CC(CC(C3)C1)C2)c1cccc([N+](=O)[O-])c1	-2.8%	-0.4%	-0.3%	5.8	-7.9%	-5.3%	10.4%	12.1%	-1.1%	3.0%	-19.0%

High-throughput results deposited in PubChem BioAssay by National Center for Advancing Translational Sciences (NCATS).
